Hsp70 activator – Hsp70 transcriptional activation, primary screen. HeLa Hsp70 promoter luciferase reporter, luminescence; scaled: vehicle 0, proteasome-inhibitor control 100%. activation, % at 10 µM. 0.04% of 200,000 active. AID 1203;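 active means activation above the mean across all tested compounds plus 3 SD, cutoff set per campaign, cut at about 5.5% in these data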;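 further: 100% = MG132 at 30 µM as the positive control and 0% = DMSO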
TNAP inh noacc – inhibitors of human TNAP without phosphate acceptor. P05186. purified TNAP, CDP-star luminescence, 30 min. inhibition, % at 20 µM. 0.26% of 200,000 active. AID 1012;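 active means tissue-nonspecific alkaline phosphatase inhibition above about 50% at 20 µM in the single-dose screen, limit read from the data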;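 further: 0% = DMSO negative control and 100% = EDTA positive control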
Target sequence (P05186 whole entry, looked up): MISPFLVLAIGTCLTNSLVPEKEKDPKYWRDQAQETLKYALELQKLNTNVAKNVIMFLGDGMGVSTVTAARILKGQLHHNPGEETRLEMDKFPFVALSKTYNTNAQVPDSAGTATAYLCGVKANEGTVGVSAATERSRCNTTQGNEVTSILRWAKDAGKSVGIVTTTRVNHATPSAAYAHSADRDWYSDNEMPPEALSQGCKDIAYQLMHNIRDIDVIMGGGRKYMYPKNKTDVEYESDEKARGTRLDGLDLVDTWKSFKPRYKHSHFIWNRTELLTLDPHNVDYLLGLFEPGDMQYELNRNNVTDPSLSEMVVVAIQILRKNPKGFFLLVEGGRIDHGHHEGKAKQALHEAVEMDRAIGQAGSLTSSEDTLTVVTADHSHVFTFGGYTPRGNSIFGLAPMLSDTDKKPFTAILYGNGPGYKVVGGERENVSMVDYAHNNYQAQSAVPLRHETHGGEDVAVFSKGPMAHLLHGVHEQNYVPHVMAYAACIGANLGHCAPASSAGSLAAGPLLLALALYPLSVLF
HMGR II inh – inhibitors of class II HMG-CoA reductase from Enterococcus faecalis | inhibition, % at 10 µM | purified E. faecalis HMGR, NADPH absorbance 340 nm kinetic | AID 1066 | 0.41% of 190,000 active;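 active means inhibition above a set limit, the median over all tested compounds plus 3 SD, cut at about 9.5% in these data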;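 further: enzyme runs in reverse so mevalonate oxidation gives rising NADPH absorbance; 0% = complete reaction with DMSO and 100% = background rate lacking mevalonate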
S1P3 antagonist – blocks the human S1P3 receptor; Q99500; CHO S1P3 NFAT-BLA reporter, FRET fluorescence, antagonist mode; inhibition, % at 4.98 µM; 0.27% of 170,000 active;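 active means inhibition above the plate cutoff, the mean inhibition of test wells on that plate plus 3 SD, cut at about 28% in these data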;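 further: cells challenged with S1P at its EC80 of 0.8 µM; blue over green emission ratio from cleaved BLA substrate after 4 h stimulation; 0% = S1P-stimulated wells and 100% = unstimulated DMSO-only wells; some compounds past the cut are filed as inactive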
Target sequence (Q99500 whole entry, looked up): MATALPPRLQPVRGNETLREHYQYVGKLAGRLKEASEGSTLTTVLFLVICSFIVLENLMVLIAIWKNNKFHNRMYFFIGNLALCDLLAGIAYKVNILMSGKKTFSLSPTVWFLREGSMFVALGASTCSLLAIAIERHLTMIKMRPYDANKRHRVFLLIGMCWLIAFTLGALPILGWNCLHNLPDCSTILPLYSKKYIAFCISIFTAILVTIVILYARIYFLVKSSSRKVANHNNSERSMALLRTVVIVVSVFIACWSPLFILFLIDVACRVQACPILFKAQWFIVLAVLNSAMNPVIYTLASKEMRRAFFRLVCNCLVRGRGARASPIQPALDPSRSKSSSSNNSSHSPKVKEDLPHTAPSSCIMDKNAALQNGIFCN
PMI act satM6P – PMI (human) activation, high substrate. P34949. coupled PMI enzyme assay, resazurin fluorescence, 20 min; active compounds read high; 1 = untreated enzyme, 0 = substrate-free blank. activation factor at 20 µM. 0.34% of 190,000 active;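 active means activation factor of 2 or more at 20 µM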
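Material: human phosphomannose isomerase with PGI, G6PDH, diaphorase coupling enzymes. Quantity: 15 ng/mL PMI. Medium: HEPES pH 7.4 buffer with MgCl2 and Tween-20. Reagent: Near-saturating mannose-6-phosphate, 1.0 mM. Compound: 20 µM single dose. Times: enzyme reaction with compound 20 min at room temperature. Detection: resorufin fluorescence at Ex 544/Em 590 nm.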
DTT redox prof – compounds producing H2O2 with reducing agent – biochemical, NIH compound library profiling, artefact control for MLSCN library redox annotation, primary screen | DTT-dependent redox cycling H2O2, phenol red/HRP absorbance; 100% = 100 µM peroxide control, 0% = buffer | activation, % at 10 µM | AID 878 | 0.03% of 200,000 active;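 active means activation of at least 50% relative to the plate's high and low controls in the primary single-dose screen; inactive means activation below 50%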;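 further: compound incubated with DTT at 0.8 mM final as the reducing agent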
PMI activator – activators of human phosphomannose isomerase; P34949; purified human PMI, coupled resazurin fluorescence, 20 min; active compounds read high; 1 = vehicle control, 0 substrate-free wells; activation factor at 20 µM; 0.005% of 190,000 active;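 active means activation factor of 2 or more at 20 µM, relative to plate controls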
RAM inhibit – inhibitors of the yeast RAM network; S. cerevisiae dse1pr::URA3 reporter, 5-FOA growth OD615, 2 d; analog-sensitive cbk1-as2 kinase mutant strain; AID 868; inhibition, % at 50 µM; 1.8% of 190,000 active;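 active means inhibition above a set limit, 3 SD over mean compound inhibition, cut at about 8.4% in these data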;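 further: 0% = DMSO-only wells with no growth and 100% = 10 µM 1-NA-PP1 full growth; inhibition rescues growth on 5-FOA so higher OD means more RAM inhibition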
TNAP inh hi DEA – blocks human TNAP under high phosphate acceptor concentration. P05186. purified TNAP, CDP-star luminescence, 1 M DEA. inhibition, % at 20 µM. 0.03% of 200,000 active. AID 1135;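 active means over 50% inhibition of tissue-nonspecific alkaline phosphatase at 20 µM in the single-dose screen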;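 further: plate controls were DMSO wells for no effect and EDTA-quenched wells as full inhibition for full effect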
L major viab – Leishmania major promastigote growth inhibition. Leishmania major promastigotes, resazurin fluorescence viability. inhibition, % at 10 µM. 9% of 200,000 active. AID 1063; in the data active means inhibition above about 50%;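 further: promastigotes grown with compound for 44 hours at 28 °C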
Active calls of the source: *; · = not tested or not shown.

smiles	Hsp70 activator	TNAP inh noacc	HMGR II inh	S1P3 antagonist	PMI act satM6P	DTT redox prof	PMI activator	RAM inhibit	TNAP inh hi DEA	L major viab
CC(=O)N1CCc2cc(C(=O)CN3CCCN(Cc4ccc(F)cc4)C3)ccc21	0.0	-15.7	0.1	-24.9	1	-0.5	1	-0.2	-4.6	-1.6
O=C(CSc1nnc(COc2cccc3ccccc23)o1)N1c2ccccc2CCc2ccccc21	0.1	-5.2	1.5	·	0.9	0.2	0.9	7.7	-2.2	22.2
COc1ccccc1CNC(=O)CN1CCN(S(=O)(=O)c2cccs2)CC1	-0.1	-9.3	4.0	-8.7	1	-1.0	1	1.1	0.5	-1.4
CNc1nc(Oc2ccccc2C(=O)OC)nc(SC)n1	-0.4	-7.6	-2.2	·	1.1	0.9	1	-0.3	-4.9	-0.4
COCCn1cnnc1SCC(=O)Nc1cc(OC)c([N+](=O)[O-])cc1C	-0.3	-9.9	1.0	-10.9	1	0.0	1	2.5	-3.1	-3.3
Cc1cc(C)c(/C=C(\C#N)C(N)=S)c(C)c1	-0.2	-20.9	0.9	2.9	0.9	0.0	0.9	0.1	2.6	-3.2
CC(=O)Nc1sc(C)c(C)c1C(=O)OC(C)C	0.1	-9.3	-4.8	-12.8	1.1	-0.3	1	-0.1	-3.8	5.1
Cc1ccc(NC(=O)CC(C(=O)O)c2ccccc2)cc1 (stereo unspecified)	-0.3	-5.4	-0.1	4.6	1	0.2	1.1	-0.8	4.1	41.9
Cc1cc(-c2ccccc2)nc2[n+]1CCN2C	-0.3	-10.1	3.6	0.6	1	1.9	1	0.8	-3.8	5.8
Cn1c(C(=O)NCC2CCCO2)cc2c(=O)n3ccccc3nc21 (stereo unspecified)	-0.2	-12.0	-5.8	31.6	0.8	-0.3	0.8	1.5	-4.7	4.5
Cc1cc(C)n(C(=O)CCC(=O)Nc2ccc(C)c(C)c2)n1	-0.3	-13.8	0.2	·	1	0.2	1	0.7	-15.0	-2.2
CC(C)N(Cc1ccccc1)C(=O)COC(=O)c1ccc2c(c1)OCCO2	-0.4	-8.7	-7.0	·	1	0.2	1	0.8	-4.9	14.2

Overlap with the part before: two compounds; new compounds follow.
smiles	Hsp70 activator	TNAP inh noacc	HMGR II inh	S1P3 antagonist	PMI act satM6P	DTT redox prof	PMI activator	RAM inhibit	TNAP inh hi DEA	L major viab
Cc1cc(C)n(C(=O)CCC(=O)Nc2ccc(C)c(C)c2)n1	-0.3	-13.8	0.2	·	1	0.2	1	0.7	-15.0	-2.2
CC(C)N(Cc1ccccc1)C(=O)COC(=O)c1ccc2c(c1)OCCO2	-0.4	-8.7	-7.0	·	1	0.2	1	0.8	-4.9	14.2
COC(=O)c1sccc1NC(=S)Nc1cc(C)cc(C)c1	-0.4	-16.9	-4.7	3.3	1	-0.6	0.9	2.5	-3.6	-5.1
CCOC(=O)C/C(C)=N/NC(=O)c1cccs1	0.4	-3.9	0.0	·	1	-3.6	1	0.5	-8.0	-6.4
CCCCCCCCN1C(=O)C(O)=C(C(C)=O)C1c1ccccn1 (stereo unspecified)	-0.2	-10.8	-9.0	·	1.2	0.4	1.2	1.8	-4.9	-11.7
c1ccc(CSc2nnc3ccc(-c4cccs4)nn23)nc1	0.0	-7.1	-4.9	-9.9	1	-1.7	1	2.2	0.5	17.1
COc1ccc(-c2cc(=O)oc3cc(OC(=O)C4CCCCC4)c(Cl)cc23)cc1	0.1	4.5	-4.3	1.1	0.9	0.5	0.9	2.0	-2.0	-16.0
COc1ccc(N2CCN(C(=O)c3ccc(CNc4c(N5CCOCC5)c(=O)c4=O)cc3)CC2)cc1	0.3	·	·	-4.2	·	-2.4	·	·	·	-4.6
COc1ccccc1Nc1nnc(SCC2CCCCO2)s1 (stereo unspecified)	-0.5	-10.1	-0.4	12.3	1	0.3	1	0.4	-4.0	-2.4
CCSc1nc2ccccc2n1C(=O)c1ccc(S(=O)(=O)N2CCCCCC2)cc1	-0.5	-9.1	-8.1	-5.5	1	-0.4	1	0.4	-0.1	2.8
COc1ccc2[nH]c(=O)c(CN(Cc3ccco3)C(=O)c3ccccc3)cc2c1	-0.2	-8.1	-1.0	-13.8	0.9	0.3	0.9	4.2	-4.1	24.7
COc1ccccc1OCC(O)Cn1c(=N)n(Cc2ccccc2)c2ccccc21 (stereo unspecified)	-0.3	-0.7	-0.9	·	1	0.5	1	1.9	-3.2	100.5*
Cc1ccc(-n2cc(CN(C)Cc3nccn3C)c(-c3ccc(F)cc3)n2)cc1	-0.1	-0.6	0.4	-10.7	0.9	-0.3	0.9	0.9	-4.6	79.5*
CC(C)Cc1nc(S(=O)(=O)c2ccc(Cl)cc2)c(N2CCOCC2)o1	-0.1	-10.4	-0.9	-18.6	1.2	0.3	1.1	0.4	-4.4	-7.8
O=C(O)c1cccc(NS(=O)(=O)c2ccc3c(c2)OCCCO3)c1	-0.3	-6.7	-1.5	-17.8	1.1	-2.0	1.2	1.6	-4.6	-3.6
COC(=O)CSc1nnc(CNc2ccc(Cl)cc2)n1Cc1ccccc1	0.0	-11.2	-5.7	-3.5	1	2.0	1.2	2.6	-6.7	-3.9
CCOC(=O)C(C(=O)OCC)C1N=C(N)N=C2Oc3ccccc3N21 (stereo unspecified)	-0.2	-23.8	1.7	2.7	0.9	-0.2	0.9	3.8	-3.2	44.5
CCn1c(C)nc2cc(C(=O)NNC(=S)Nc3ccc(OC)cc3)ccc21	-0.2	-164.8	0.5	-18.4	1	-0.3	1.1	0.6	-0.9	-1.1
c1cc2c(c(NCc3ccncc3)c1)CCCC2	-0.2	-6.1	8.3	18.6	1	0.6	0.9	0.7	-1.6	3.4
O=C1OC(OC2CCCCC2)(c2ccccc2)c2ccccc21 (stereo unspecified)	0.0	-5.2	-9.0	·	1	-4.5	0.9	4.9	0.9	5.2
CCCCC(=O)N/N=C/c1ccc(N2CCOCC2)c([N+](=O)[O-])c1	-0.4	-1.6	0.3	-20.7	1.1	-0.2	1.1	2.5	3.8	-0.2
CCOCCCNC(=O)C1CC(=O)N(C2CCCC2)C1 (stereo unspecified)	-0.3	-13.6	0.7	-63.3	0.8	7.3	0.8	0.2	-3.5	-2.3
O=C(O)CCCC(=O)Nc1ccc(Cl)c(Cl)c1	0.1	-8.1	-6.1	-26.3	0.9	0.9	0.9	0.3	0.3	-4.5
O=C(CN(Cc1ccco1)C(=O)c1nsc(Cl)c1Cl)NC1CCCCC1	-0.4	-3.1	-5.2	-10.5	0.9	-0.9	0.8	0.9	-4.2	12.9
COc1cccc(C2=NO[C@@H]3C(=O)N(Cc4ccccc4)C(=O)[C@H]23)c1OC	0.2	-10.5	-4.6	10.9	0.9	-0.3	1	1.8	-7.0	-0.9
Cc1ccc(NC(=S)Nc2ccc(C(C)C)cc2)cc1S(=O)(=O)N1CCCCCC1	-0.3	-13.2	-0.3	-21.9	1.1	-0.1	1	1.8	-2.9	7.4
CCN(CC)CCOC(=O)c1ccc(NC(=O)C2(c3ccccc3)CCCC2)cc1	-0.1	9.7	-4.1	·	1.1	-4.2	1.2	-0.3	-5.8	69.5*
CC(C)(C)C(=O)NC1=NN(c2c(Cl)cc(Cl)cc2Cl)C(=O)C1	0.5	1.2	-3.2	-7.4	1.2	-0.1	1.3	-0.2	-3.6	-7.8
CCn1ncc2c1C(=O)NC1c3ccccc3C(=O)N21 (stereo unspecified)	-0.1	-6.0	0.5	8.9	0.9	-0.1	1.1	-0.3	-6.1	5.0
CCOc1ccccc1NC(=O)NC(C)c1ccncc1 (stereo unspecified)	0.0	-5.8	-0.7	-29.4	0.9	-0.7	0.9	-0.5	-4.4	-0.8
COc1ccccc1N1CCN(S(=O)(=O)CC23CCC(CC2=O)C3(C)C)CC1 (stereo unspecified)	-0.1	-7.6	-2.0	-16.3	1	3.0	0.9	0.7	-7.5	0.9
Cc1ccc(NC(=O)CN2CCCCCC2)c(Br)c1	-0.1	-10.5	-2.2	-30.4	1	-0.3	1.1	2.0	-1.2	-6.9
O=[N+]([O-])c1c(C(Cl)Cl)nn(-c2ccc(Cl)cc2)c1N1CCCCC1	-0.3	-13.1	3.6	1.6	1.1	-0.3	1	5.7	2.1	10.2
CCc1ccc(OCC(=O)NC(NC(=S)Nc2ccc(Cl)cc2)C(Cl)(Cl)Cl)cc1 (stereo unspecified)	-0.3	-18.3	-2.5	5.0	1.1	0.8	1	9.5*	0.9	60.8*
COc1ccc(CNc2nc3ccccc3n2CCN2CCCCC2)c(OC)c1	-0.4	-8.8	0.0	5.1	1	3.6	1	1.3	-1.4	92.2*
CC(=O)c1cccc(S(=O)(=O)N(Cc2cc3cc4c(cc3[nH]c2=O)OCCO4)CC2CCCO2)c1 (stereo unspecified)	0.5	-3.1	0.5	-22.5	0.9	-0.3	0.9	5.8	0.8	14.3
CCOCCCNS(=O)(=O)c1ccc(NC(=O)C2CC(=O)N(c3ccc(C)cc3)C2)cc1 (stereo unspecified)	-0.2	-10.4	0.2	-7.0	0.9	-1.0	0.9	3.8	-6.0	-2.9
CC(=O)Nc1ccc(C(=O)n2nc(C)cc2C)cc1	0.3	-16.9	-2.4	4.3	1	0.2	1.1	1.7	-5.1	-6.7
CCOC(=O)CC(NC(=O)CCc1c(C)nc2nc(C)nn2c1C)c1ccc(OC(C)C)cc1 (stereo unspecified)	-0.1	-12.6	-4.4	-0.4	1	-0.9	0.9	0.0	-4.3	-1.7

Source: PubChem (several laboratories)
